# Gal4-VP16 FLuc – counter-screen for ROR gamma inhibitors: Gal4-VP16 reporter; Drosophila S2 Gal4-VP16 UAS-luciferase, luminescence, 20 h; Potency, µM (top dose mostly 53.6 µM), for the others: at the top dose activity, negative = inhibition, usual class: inhibitors; 310,000 compounds, 3.5% hits;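 also: Gal4-VP16 expression switched on by copper sulfate through the metallothionein promoter; potency is read from the fitted curve at half-maximal effect; % is scaled to controls: 0 for no effect and ±100 for the full control effect; nearly all actives have a fitted effect of over 50% in size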
# Rab9 promoter act – activates the Rab9 promoter | Huh7 Rab9 promoter-luciferase reporter, luminescence, 24 h | Potency, µM (titrated, usually from 9.22 µM), for inactives: at the top dose activation, negative = inhibition, usual class: activators | 320,000 compounds, 2.8% hits | AID 485297; also: potency is read from the fitted curve at half-maximal effect; % of control where 0% means no effect; nearly all actives have a fitted effect of over 60% in size
#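 Stable Rab9-luc Huh7, 1500 cells/well, 2 h settle; cmpd in DMSO, 24 h, 37 °C/5% CO2; luciferase reagent 10 min RT; luminescence.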
# ELG1 genotox – induces genotoxicity in HEK293T cells with luciferase-tagged ELG1; HEK293T ELG1-luciferase reporter, luminescence, 16 h; Potency, µM (highest dose often 46 µM), for inactives: top-dose activity change, positive = activation, most hits filed as activators; 330,000 compounds, 1.3% hits; also: potency is read from the fitted curve at half-maximal effect; % of control where 0% means no effect; nearly all actives have a fitted effect of over 60% in size
#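 16 hr compound incubation (37 °C, 5% CO2) of HEK293T cells carrying luciferase-tagged ELG1; luciferase then measured by ONE-Glo luminescence after 30 min at RT.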
# uPA surface inh – inhibitors of cell surface uPA generation. cell surface uPA generation assay, qHTS. Potency, µM (highest dose often 38.3 µM), inactives show at the highest dose activity change, negative = inhibition, usual class: inhibitors. 330,000 compounds, 0.31% hits. AID 540303; active = well fitted inhibition curve with a large enough effect; inconclusive = small, poorly fitted or top-dose-only effect; inactive = no such curve, though single readings can be large or run the other way; tested in mouse RAW 264.7 cells; also: potency is read from the fitted curve at half-maximal effect; % is scaled to controls: 0 for no effect and ±100 for the full control effect; nearly all actives have a fitted effect of over 55% in size
# Giardia killer – kills Giardia lamblia; 340,000 compounds, 0.15% hits; AID 540267; activity change, % at 7.66 µM, hits read low; Giardia lamblia trophozoite viability; in the data active = activity change below about -80%; inconclusive = between about -30% and that limit;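 also: parasites exposed to compound for two days anaerobically before the ATP read; % is scaled to controls: 0 for no effect and ±100 for the full control effect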
#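 Luminescence from cellular ATP indicates surviving trophozoites (100 cells/well) following 48 hrs anaerobic compound treatment at 37 deg C; signal develops 15-30 min at room temperature.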
# NPC1 prom act – activates the NPC1 promoter; Huh7 NPC1 promoter luciferase reporter, 24 h; Potency, µM (titrated, usually from 9.22 µM), without a hit: at the highest dose activation, usual class: activators; 320,000 compounds, 2.4% hits;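 also: potency is read from the fitted curve at half-maximal effect; % of control where 0% means no effect; nearly all actives have a fitted effect of over 60% in size; reporter is driven by a mutant NPC1 promoter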
#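 Luminescence read-out of NPC1 promoter-driven luciferase in stably transfected Huh7 cells; compounds delivered in DMSO and left 24 h at 37C, 5% CO2, qHTS titration format.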
# FLuc modulator – inhibits or activates purified firefly luciferase, miR-21 counter-screen; P08659; purified FLuc, Km substrates, luminescence inhibition; Potency, µM (titrated, usually from 57.5 µM), for the others: at the highest dose activity change, negative = inhibition, actives largely listed as inhibitors; 360,000 compounds, 6.9% hits; AID 588342;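 also: potency is read from the fitted curve at half-maximal effect; plate controls were vehicle for no effect and reference inhibitor for full effect; nearly all actives have a fitted effect of over 55% in size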
# Target sequence (P08659 whole entry, looked up): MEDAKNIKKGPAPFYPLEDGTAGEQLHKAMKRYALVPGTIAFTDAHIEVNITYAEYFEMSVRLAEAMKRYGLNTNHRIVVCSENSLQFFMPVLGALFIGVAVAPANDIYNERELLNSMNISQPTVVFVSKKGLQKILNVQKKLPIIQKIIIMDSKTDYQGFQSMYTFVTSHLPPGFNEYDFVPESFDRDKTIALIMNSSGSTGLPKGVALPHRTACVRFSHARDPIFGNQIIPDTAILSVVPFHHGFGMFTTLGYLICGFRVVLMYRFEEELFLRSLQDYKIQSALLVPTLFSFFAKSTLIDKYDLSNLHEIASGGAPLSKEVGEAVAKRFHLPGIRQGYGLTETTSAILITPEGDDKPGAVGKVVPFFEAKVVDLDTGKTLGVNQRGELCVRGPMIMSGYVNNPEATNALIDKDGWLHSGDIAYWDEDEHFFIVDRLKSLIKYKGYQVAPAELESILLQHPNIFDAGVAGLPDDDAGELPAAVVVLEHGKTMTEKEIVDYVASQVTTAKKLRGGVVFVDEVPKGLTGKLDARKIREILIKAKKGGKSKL
#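 Biochemical qHTS of compounds, final roughly 60 µM downward over six points, against 10 nM purified firefly luciferase using Km concentrations of substrates (10 uM D-luciferin, 10 uM ATP) in Tris acetate pH 7.5 buffer; luminescence output.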
# Tb PFK inh – blocks T. brucei phosphofructokinase; O15648; T. brucei PFK, ADP-Glo luminescence; Potency, µM (doses to about 57.5 µM), for the others: at the top dose activity, negative = inhibition, actives largely listed as inhibitors; 330,000 compounds, 0.17% hits; AID 485367;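 also: potency is read from the fitted curve at half-maximal effect; 0% = uninhibited 1x PFK enzyme wells and -100% = no-enzyme wells; nearly all actives have a fitted effect of over 60% in size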
#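 Activity is normalized to no-enzyme wells (full inhibition) and 1.25 nM enzyme wells (no inhibition). Reaction: 0.5 mM F6P, 0.1 mM ATP, 45 min RT, ADP-Glo luminescence; concentration-response curves fitted and classed by quality.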
# FBPA coupling cs – coupling enzyme interference in Giardia aldolase counter-screen. activity change, negative = inhibition, % at 58.2 µM, hits read low. 290,000 compounds, 0.67% hits. coupling enzyme system counterscreen, AmpLite Red fluorescence; in the data active = activity change below about -30%; also: % is scaled to controls: 0 for no effect and ±100 for the full control effect
#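 First, compound is pin-transferred into glyceraldehyde-3-phosphate coupling-enzyme reagent at 57.5 uM final and held 10 min at RT. Next, substrate, coupling system and AmpLite Red are added. After 20 min RT, fluorescence (525/598 nm) is read.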
# KCNH2 3.1 inh – inhibitors of human KCNH2 3.1 potassium channel isoform; U2OS KCNH2 3.1, thallium flux FluxOr; active compounds read low; activity change, % (tested at about 1.8 µM); 340,000 compounds, 0.95% hits; AID 720553;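 active = maximum activity change below -70%; inconclusive = maximum activity change from -70% to -50%; inactive = maximum activity change above -50%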;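 also: thallium influx rate constant from kinetic fluorescence after stimulation buffer; % is scaled to controls: 0 for no effect and ±100 for the full control effect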
#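 Normalized rate constant (relative to positive and negative DMSO controls) derived from a 2 min kinetic fluorescence read after stimulation; U2OS cells expressing the 3.1 isoform via virus at 1.77 x 10^8 /mL.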
# RORgamma inh – inhibitors of mouse ROR gamma transcriptional activity; P51450; Drosophila S2 Gal4-RORgamma UAS-luciferase reporter, 20 h; Potency, µM (titrated, usually from 53.6 µM), for inactives: top-dose activity change, negative = inhibition, actives largely listed as inhibitors; 310,000 compounds, 5.4% hits; AID 2551; also: potency is read from the fitted curve at half-maximal effect; % is scaled to controls: 0 for no effect and ±100 for the full control effect; nearly all actives have a fitted effect of over 60% in size
# Target sequence (P51450 whole entry, looked up, the tested form may be a part): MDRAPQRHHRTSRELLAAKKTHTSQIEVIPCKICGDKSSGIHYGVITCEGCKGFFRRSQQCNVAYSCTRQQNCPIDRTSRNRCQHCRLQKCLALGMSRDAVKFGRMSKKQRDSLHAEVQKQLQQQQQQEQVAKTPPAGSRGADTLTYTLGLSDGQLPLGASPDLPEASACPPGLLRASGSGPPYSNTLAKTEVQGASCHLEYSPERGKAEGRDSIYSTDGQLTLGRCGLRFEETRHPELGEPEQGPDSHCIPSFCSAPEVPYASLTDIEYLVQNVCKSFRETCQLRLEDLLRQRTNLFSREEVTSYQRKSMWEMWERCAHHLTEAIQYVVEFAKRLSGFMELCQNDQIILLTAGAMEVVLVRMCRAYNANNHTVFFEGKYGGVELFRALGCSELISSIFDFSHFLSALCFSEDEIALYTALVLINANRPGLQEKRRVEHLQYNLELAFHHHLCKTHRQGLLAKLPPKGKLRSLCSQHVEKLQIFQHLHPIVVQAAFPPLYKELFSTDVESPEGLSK
#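 Luciferase reporter read in Schneider cells carrying Gal4-RORγ (mouse) and UAS-Photinus luciferase; cells given compound 1 h before 700 uM copper sulfate induction, then incubated 20 h at ambient temperature.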
# * hit, by the source's call; ? = inconclusive; . = not tested or not shown; & = joins results of further samples; [ ] = dose if it differs, or a comment. Unless noted, calls follow the shape of the dose curve; as a rule, active = well fitted curve in the direction sought with a large enough effect; inconclusive = small, poorly fitted or top-dose-only effect, or another doubt; inactive = no such curve, though single readings can be large; an effect the other way counts as inactive or inconclusive.
SMILES,Gal4-VP16 FLuc,Rab9 promoter act,ELG1 genotox,uPA surface inh,Giardia killer,NPC1 prom act,FLuc modulator,Tb PFK inh,FBPA coupling cs,KCNH2 3.1 inh,RORgamma inh
Nc1nonc1C(=O)N/N=C/c1cc2c(cc1[N+](=O)[O-])OCO2,-3%,4%,10%,-1%,-20,-6%,-1%,2%,0,3,-1%
Cn1cccc1/C=N/NC(=O)C(O)c1ccccc1 (stereo unspecified),-13%,-1%,-1%,3%,-3,1%,-7%,-22%,0,-20,3%
Cc1cc(NC(=O)CSc2nc(C)c(C)n2CC(C)C)no1,.,.,2%,3%,11,.,.,0%,.,31,.
NC(=O)c1ccccc1OCC(=O)N1CCCC1c1ccc2c(c1)OCCCO2 (stereo unspecified),.,-1%,2%,20%,6,1%,3%,1%,.,4,.
COc1cccc(CNC(=O)C(c2ccc(Cl)cc2)C(C)C)c1 (stereo unspecified),4%,-2%,-5%,3%,13,-5%,3%,?,4,-4,29%
O=C(Cn1c(=O)oc2cc(S(=O)(=O)N3CCCC3)ccc21)NCc1ccccn1,4%,-3%,-10%,-2%,-10,-5%,1%,0%,3,5,27%
CCOc1ccc(C2CC(=O)NC3=C2C(=O)CCC3)cc1 (stereo unspecified),-5%,2%,3%,-4%,3,-4%,2%,1%,6,7,-5%
Cc1coc2c(C)c3oc(=O)c(CCC(=O)NCCCN4CCCC4=O)c(C)c3cc12,2%,-1%,2%,1%,4,?,9%,0%,1,-1,-35%
O=C(CSc1nc(C2CC2)nc2ccccc12)N1c2ccccc2Sc2ccccc21,2%,-6%,-5%,-2%,8,-8%,3%,3%,-2,0,?
O=C(Cn1ncc2c1-c1ccccc1OC2)N1CCN(Cc2ccc3c(c2)OCO3)CC1,2%,-10%,-6%,-12%,-21,-2%,5%,0%,0,6,15%
Cc1c(C(=O)Nc2cccc(C(F)(F)F)c2)oc2ccc(S(=O)(=O)N3CCOCC3)cc12,-3%,-15%,-11%,.,0,-12%,1%,0%,1,-4,-1%
COc1ccc(-c2cc(C(=O)Nc3c(C)nn(Cc4ccccc4)c3C)no2)cc1,-4%,0%,0%,.,8,2%,-1%,-3%,2,-2,-23%
CCN(CC)CCn1c(NCc2ccc3c(c2)OCO3)nc2ccccc21,2%,0%,-4%,-16%,-12,-4%,1%,-4%,1,-5,-18%
COc1ccccc1N(CC(=O)NCc1ccco1)S(=O)(=O)c1ccc(C)cc1,-1%,10%,7%,1%,21,1%,0%,?,-2,4,39%
Cc1cc(=O)[nH]c(-c2ccccc2)n1,0%,3%,3%,-4%,5,-1%,-1%,1%,4,1,6%
C=C(C)C(=O)N1CC2(CC(c3cccc(NC(=O)/C=C\C=C/C)c3)=NO2)C[C@H]1C(N)=O (stereo partly specified),-5%,14%,1%,10%,14,12%,17µM*,-12%,0,-1,-2%
CCOc1ccc(N(C)S(=O)(=O)c2cnc[nH]2)cc1,-12%,-1%,0%,5%,2,-2%,2%,1%,.,2,14%
Cc1c(C)n2c3c(cccc13)CC2,-9%,1%,1%,0%,14,1%,-6%,-3%,-2,2,-1%
COc1ccccc1OCCNC(=O)c1ccco1,9%,-2%,14%,5%,3,7%,1%,1%,.,8,-26%
CCN1/C(=C\C=C(C(C)=O)C(C)=O)Sc2ccccc21,13%,-2%,19%,-1%,-5,-8%,-18%,-1%,-1,-2,10%
CCC1CCCCN1S(=O)(=O)c1ccc([N+](=O)[O-])cc1 (stereo unspecified),1%,4%,-4%,-3%,?,-3%,-2%,-2%,2,-4,1%
CC(C)COc1ccc(C(=O)N(Cc2ccco2)C2CCS(=O)(=O)C2)cc1 (stereo unspecified),-8%,-7%,-7%,2%,-11,-1%,7%,1%,0,28,?
C/C(CC(=O)N1CCN(C=O)CC1)=N\NC(=O)c1cccc([N+](=O)[O-])c1,-20%,-1%,-2%,7%,7,-3%,4%,1%,-2,5,-28%
COc1ccc(C2=Nn3c(nnc3-c3ccc(OC)cc3)SC2)cc1,-8%&8%,-17%,?,-14%,20,-30%,-9%,-6%,-2&0,-9,?
O=C(O)/C=C/c1cn(-c2ncc(C(F)(F)F)cc2Cl)c2ccccc12,1%,6%,1%,-5%,-13,2%,0%,-1%,4,0,25%

# Arranged by heavy-atom count (largest number first): part of the list above.
SMILES,Gal4-VP16 FLuc,Rab9 promoter act,ELG1 genotox,uPA surface inh,Giardia killer,NPC1 prom act,FLuc modulator,Tb PFK inh,FBPA coupling cs,KCNH2 3.1 inh,RORgamma inh
O=C(Cn1ncc2c1-c1ccccc1OC2)N1CCN(Cc2ccc3c(c2)OCO3)CC1,2%,-10%,-6%,-12%,-21,-2%,5%,0%,0,6,15%
O=C(CSc1nc(C2CC2)nc2ccccc12)N1c2ccccc2Sc2ccccc21,2%,-6%,-5%,-2%,8,-8%,3%,3%,-2,0,?
COc1ccc(-c2cc(C(=O)Nc3c(C)nn(Cc4ccccc4)c3C)no2)cc1,-4%,0%,0%,.,8,2%,-1%,-3%,2,-2,-23%
O=C(Cn1c(=O)oc2cc(S(=O)(=O)N3CCCC3)ccc21)NCc1ccccn1,4%,-3%,-10%,-2%,-10,-5%,1%,0%,3,5,27%
C/C(CC(=O)N1CCN(C=O)CC1)=N\NC(=O)c1cccc([N+](=O)[O-])c1,-20%,-1%,-2%,7%,7,-3%,4%,1%,-2,5,-28%
CCN1/C(=C\C=C(C(C)=O)C(C)=O)Sc2ccccc21,13%,-2%,19%,-1%,-5,-8%,-18%,-1%,-1,-2,10%
Cn1cccc1/C=N/NC(=O)C(O)c1ccccc1 (stereo unspecified),-13%,-1%,-1%,3%,-3,1%,-7%,-22%,0,-20,3%

# The list continues:
SMILES,Gal4-VP16 FLuc,Rab9 promoter act,ELG1 genotox,uPA surface inh,Giardia killer,NPC1 prom act,FLuc modulator,Tb PFK inh,FBPA coupling cs,KCNH2 3.1 inh,RORgamma inh
CCOC(=O)CN(C(=O)c1ccccc1[N+](=O)[O-])C(C)(C)C,1%,0%,-1%,4%,30[activator],2%,-3%,1%,2,5,1%
CCOC(=O)c1nc(C)nc(Sc2n[nH]c(-c3cc(C(F)(F)F)cc(C(F)(F)F)c3)n2)c1C,0%,1%,-5%,-15%,0,-7%,0%,1%,1,-23,-33%
Cc1cccc(NS(=O)(=O)c2ccc(C)c(C(=O)NCC(c3cccs3)N(C)C)c2)c1 (stereo unspecified),.,1%,-6%,6%,13,0%,-13%,7%,.,-9,.
COCC(C)N=C1NN=C(c2c[nH]c3ccccc23)CS1 (stereo unspecified),?,?,?,-6%,19,19%,21µM*,-20%,-5,2,?
Cc1nonc1N1CCN(Cc2cn[nH]c2-c2ccc3c(c2)OCO3)CC1,1%,-1%,5%,-1%,-11,-1%,-1%,6%,5,.,19%
O=C(COC(=O)c1cccc(Cl)c1)NC1CCCCCCC1,.,0%,-4%,-3%,-2,0%,?,2%,.,2,.
N#Cc1cccc(OCC(=O)NC(=O)NCc2ccccc2)c1,-19%,2%,-13%,1%,1,1%,1%,-5%,1,-4,26%
S=c1[nH]nc(-c2ccc(Cl)cc2)n1-c1ccc(Cl)cc1,7.1µM*,1%,-2%,-4%,2,-1%,2%,2%,7,-14,7.1µM*
Cc1ccc(CN(C(=O)COc2cccc(C)c2C)C2CCS(=O)(=O)C2)o1 (stereo unspecified),0%,-6%,0%,2%,13,-3%,5%,10%,.,-2,-14%
O=C(NCCCc1ccccc1)c1ccc(F)cc1,4%,1.8µM*,?,-3%,6,?,24µM*,-3%,0,-2,-6%
CCc1n[nH]c(=S)n1/N=C/c1ccccc1OCc1ccc(Cl)cc1,-18%,-17%,6%,4%,8,12%,-16%,-9%,-2,.,-9%
O=C1CC(C(=O)N2CCN(c3ccc(F)cc3)CC2)CN1CCc1ccccc1 (stereo unspecified),8%,4%,-3%,-5%,-11,2%,4%,-8%,2,-1,29%
O=C(c1ccc2c(=O)n(Cc3ccccc3)c(=S)[nH]c2c1)N1CCCC1,?,-1%,-2%,-1%,-2,-1%,-1%,-4%,8,26,11µM*
CC1CC(C)CN(S(=O)(=O)N2CCCC(C(=O)NCCCN3CCOCC3)C2)C1 (stereo unspecified),-2%,2%,2%,-7%,-15,-6%,1%,6%,3,2,10%
CCC(C)n1ncn(-c2ccc(N3CCN(c4ccc(O)cc4)CC3)cc2)c1=O (stereo unspecified),1%,-1%,0%,1%,9,4%,-6%,?,2,1,?
Cc1ccc(NC(=O)CCCCCN2C(=O)[C@@H]3Cc4ccccc4CN3C2=O)c(Cl)c1,-6%,-3%,-13%,-7%,10,-5%,-10%,-10%,.,1,-16%
